Source: PubChem (National Center for Advancing Translational Sciences (NCATS))
Giardia FBPA inh: qHTS Assay for Inhibitors of Fructose-1,6-bisphosphate Aldolase from Giardia Lamblia; A8B2U2; purified Giardia FBPA; Potency, µM (top dose mostly 59.6 µM), without a hit: top-dose activity, negative = inhibition, most hits filed as inhibitors; hit rate 0.71% among 290,000; AID 2451, 2010; also: potency is read from the fitted curve at half-maximal effect; % is scaled to controls: 0 for no effect and ±100 for the full control effect; nearly all actives have a fitted effect of over 55% in size
Target sequence (A8B2U2 whole entry, looked up): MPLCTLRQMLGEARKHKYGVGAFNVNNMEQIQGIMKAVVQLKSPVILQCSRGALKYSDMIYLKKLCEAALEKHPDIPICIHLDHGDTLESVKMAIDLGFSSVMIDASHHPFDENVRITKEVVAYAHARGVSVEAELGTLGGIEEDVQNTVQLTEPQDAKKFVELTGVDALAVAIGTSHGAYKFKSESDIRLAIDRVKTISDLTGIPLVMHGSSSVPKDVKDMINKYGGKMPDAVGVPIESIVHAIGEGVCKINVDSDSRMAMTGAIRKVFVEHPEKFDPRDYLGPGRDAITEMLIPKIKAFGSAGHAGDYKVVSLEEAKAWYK
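40 nM FBPA preincubated 10 min at RT with compound (up to 57.5 uM final), then substrate plus GAPDH/TPI/NAD/arsenate coupling and diaphorase/resazurin added. Fluorescence read after 20 min at RT, 525/598 nm.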
AMA1-RON2 inh: qHTS for Inhibitors of AMA1-RON; Towards Development of Antimalarial Drug Lead: Primary Screen; AlphaScreen AMA1-biotinylated RON2 peptide binding; Potency, µM (highest dose often 58.2 µM), for the others: top-dose activity change, negative = inhibition, usual class: inhibitors; hit rate 0.2% among 360,000; AID 720542, 2013;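 also: potency is read from the fitted curve at half-maximal effect; 0% = vehicle wells and -100% = peptide control; nearly all actives have a fitted effect of over 45% in size; some results filed as inactive show a strong effect at the top dose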
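AMA1 (3D7) with his tag at 25 nM final met compounds first, then biotinylated RON2 peptide at 25 nM; detection used donor plus acceptor beads, 10 µg/mL apiece, read by AlphaScreen after 30 min at room temperature.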
AmpC inh detg: qHTS Inhibitors of AmpC Beta-Lactamase (assay with detergent) | P00811 | Potency, µM (titrated, usually from 114 µM), for the others: at the highest dose activity change, negative = inhibition, actives largely listed as inhibitors | AmpC hydrolysis of nitrocefin, absorbance 480 nm, 0.01% Triton | hit rate 0.041% among 370,000;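 also: potency is read from the fitted curve at half-maximal effect; 0% = no-compound wells and -100% = no-enzyme wells; nearly all actives have a fitted effect of over 25% in size; some results filed as inactive show a strong effect at the top dose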
Target sequence (P00811 whole entry, looked up): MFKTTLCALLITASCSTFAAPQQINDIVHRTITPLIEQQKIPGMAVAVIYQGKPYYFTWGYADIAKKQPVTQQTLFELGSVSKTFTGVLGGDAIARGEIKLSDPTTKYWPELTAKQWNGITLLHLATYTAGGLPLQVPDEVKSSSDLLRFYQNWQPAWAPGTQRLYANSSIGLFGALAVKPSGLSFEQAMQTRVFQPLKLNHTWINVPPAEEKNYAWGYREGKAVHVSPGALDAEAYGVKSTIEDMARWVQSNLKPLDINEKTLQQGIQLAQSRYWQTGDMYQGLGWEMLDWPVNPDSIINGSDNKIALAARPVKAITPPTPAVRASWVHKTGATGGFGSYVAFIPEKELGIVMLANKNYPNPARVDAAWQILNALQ
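20 mM phosphate pH 7.0 + 0.01% (detergent screen) or 0.0001% Triton X-100; 5.3 nM AmpC reagent; cpd preinc 15 min RT; nitrocefin (800 uM stock) to start; A480 q20 s × 4 min; Activity was normalised to no-enzyme and no-compound control wells.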
Shiga inhibitor: A qHTS for Small Molecule Inhibitors of Shiga Toxin | inhibition, % at 38.7 µM | hit rate 9.2% among 290,000 | Vero cells, Shiga toxin protein synthesis inhibition reporter; in the data active = inhibition mostly above about 28%, no sharp cut-off; inactive = mostly below about 43%; also: 0% is about no effect
HCMV antiviral: qHTS Assay for inhibitors of the human cytomegalovirus (HCMV) | HFF cells, HCMV-luciferase reporter, 72 h; stronger effect = lower value | activity change, negative = inhibition, % at 57.5 µM | hit rate 4.5% among 410,000; in the data active = activity change below about -60%; inconclusive = no clear call, values can overlap the other calls; inactive = above about -39%; also: % is scaled to controls: 0 for no effect and ±100 for the full control effect
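Two-dose cell screen: HFF monolayers treated with compounds and infected with luciferase-expressing HCMV at 1 PFU/cell, 72 h at 37C, then lysed for luciferase measurement.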
CHX counter: Cycloheximide Counterscreen for Small Molecule Inhibitors of Shiga Toxin; cell reporter, cycloheximide protein synthesis inhibition counterscreen; max response, %; hit rate 12% among 300,000; in the data active = max response mostly above about 13%, no sharp cut-off; inactive = mostly below about 14%; also: read at 38.3 µM for the half of the compounds with a filed dose; 0% is about no effect
AmpC no deterg: qHTS Inhibitors of AmpC Beta-Lactamase (assay without detergent); Potency, µM (titrated, usually from 57.1 µM), for inactives: at the top dose activity change, negative = inhibition, hits mostly inhibitors; hit rate 0.52% among 330,000; AID 485341, 2010; P00811; AmpC nitrocefin hydrolysis, absorbance 480 nm, 0.0001% Triton;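 also: potency is read from the fitted curve at half-maximal effect; plate controls were no compound for no effect and no enzyme for full effect; nearly all actives have a fitted effect of over 20% in size; some results filed as inactive show a strong effect at the top dose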
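20 mM phosphate pH 7.0 + 0.01% (detergent screen) or 0.0001% Triton X-100; 5.3 nM AmpC reagent; cpd preinc 15 min RT; nitrocefin (800 uM stock) to start; A480 q20 s × 4 min; Activity was normalised to no-enzyme and no-compound control wells.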
* = called active by the depositor; & = joins results of further samples; [ ] = another dose, or the depositor's remark. Unless noted, calls follow the shape of the dose curve; as a rule, active = well fitted curve in the direction sought with a large enough effect; inconclusive = small, poorly fitted or top-dose-only effect, or another doubt; inactive = no such curve, though single readings can be large; an effect the other way counts as inactive or inconclusive.

Screening Cn1ncc(Cl)c1C(=O)Nc1cc(C(F)(F)F)ccc1F returned Giardia FBPA inh -4%, AMA1-RON2 inh 1%, AmpC inh detg -4%, Shiga inhibitor 8, HCMV antiviral -10, CHX counter -1 and AmpC no deterg -19%.
For CC(C)CC(=O)Nc1cccc(-c2nc3ccccc3[nH]2)c1 the results were Giardia FBPA inh -6%, AMA1-RON2 inh -2%, AmpC inh detg 1%&9%, Shiga inhibitor 16, HCMV antiviral -2&39, CHX counter 14* and AmpC no deterg -30%.
`O=C(Cc1ccc(S(=O)(=O)N2CCOCC2)s1)N1CCN(S(=O)(=O)c2ccc(Cl)cc2)CC1` gave AMA1-RON2 inh -5%, AmpC inh detg 6%, HCMV antiviral -11 and AmpC no deterg 104%[activator].
For Cc1ccc(NC(=O)C(=O)NN)cc1 the results were Giardia FBPA inh -6%, AMA1-RON2 inh -11%, AmpC inh detg 4%, Shiga inhibitor -3, HCMV antiviral 0, CHX counter -1 and AmpC no deterg -26%.
For COc1cc(C(=O)n2cnc3ccccc32)c([N+](=O)[O-])cc1OC the results were Giardia FBPA inh 7%, AMA1-RON2 inh -6%, AmpC inh detg -11%, HCMV antiviral -15, CHX counter 1 and AmpC no deterg 1%.
Screening CCCCOc1ccc(C(=O)NC)cc1 returned Giardia FBPA inh 4%, AMA1-RON2 inh -8%, AmpC inh detg inconclusive, Shiga inhibitor 20, HCMV antiviral -31, CHX counter 21 and AmpC no deterg -19%.
`COc1ccc2c(c1)CC1(CN2C)C(=O)NC(=O)N(CCc2ccccc2)C1=O` (stereo not given) gave Giardia FBPA inh 7%, AMA1-RON2 inh 30%[activator], AmpC inh detg -12%, Shiga inhibitor -10, HCMV antiviral -36, CHX counter -1 and AmpC no deterg -37%.
`CN1CCN(C2CCCCC2NS(=O)(=O)c2ccccc2)CC1` (stereo not given) gave AMA1-RON2 inh 16%, AmpC inh detg -6%, Shiga inhibitor -13, HCMV antiviral -29, CHX counter -7 and AmpC no deterg -1%.
For CCOC(=O)C1CCN(S(=O)(=O)c2ccc3c(c2)CC(C)N3C(=O)C2CCC2)CC1 (stereo not given) the results were Giardia FBPA inh 10%, AMA1-RON2 inh 9%, AmpC inh detg -2%, Shiga inhibitor -3, HCMV antiviral 11, CHX counter 4 and AmpC no deterg 79%[activator].
COc1ccc(C(C(=O)NC(C)C)N(C(=O)CCC(=O)Nc2nccs2)c2ccccc2F)cc1 (stereo not given) was read as Giardia FBPA inh -2%, AMA1-RON2 inh -12%, AmpC inh detg 2%, Shiga inhibitor -3, HCMV antiviral 1, CHX counter -2 and AmpC no deterg 69%[activator].
For COc1ccc(NC(=O)C/C(C)=N/NC(=O)COc2ccc(OC)cc2)cc1 the results were Giardia FBPA inh 20%, AMA1-RON2 inh 13%, AmpC inh detg -3%, Shiga inhibitor -5, HCMV antiviral -3, CHX counter -9 and AmpC no deterg -11%.
Cc1nc2nc(CSc3nnc(C)s3)cc(=O)n2[nH]1 was read as Giardia FBPA inh -8%, AMA1-RON2 inh -7%&-5%, AmpC inh detg 6%, Shiga inhibitor -10, HCMV antiviral 16&13, CHX counter -3 and AmpC no deterg 5%.
O=C(N=C1SC2CS(=O)(=O)CC2N1Cc1ccccc1)C1CCCCC1 (stereo not given) was read as AMA1-RON2 inh -2%, AmpC inh detg inconclusive, Shiga inhibitor -4, HCMV antiviral 17, CHX counter -11 and AmpC no deterg -11%.
For Cc1ccc(S(=O)(=O)N2CC=C(C(=O)NCc3ccccc3)CC2)cc1 the results were Giardia FBPA inh 4%, AMA1-RON2 inh -4%, AmpC inh detg inconclusive, Shiga inhibitor -13, HCMV antiviral 31, CHX counter -3 and AmpC no deterg -19%.
Screening Cc1cc(C)cc(C(=O)OCC(=O)Nc2ncccn2)c1 returned AMA1-RON2 inh -4%, AmpC inh detg -1%, HCMV antiviral 9 and AmpC no deterg -24%.
Cn1cnnc1Sc1ccc(C(=O)OCC(=O)Nc2ccccc2)cc1[N+](=O)[O-] was read as Giardia FBPA inh -1%, AMA1-RON2 inh -6%, AmpC inh detg -12%, Shiga inhibitor -6, HCMV antiviral -3, CHX counter 1 and AmpC no deterg -21%.
`Cn1ncc(C#N)c1/N=C/N1CCCC1` gave Giardia FBPA inh 0%, AMA1-RON2 inh 2%, AmpC inh detg inconclusive, Shiga inhibitor 25, HCMV antiviral -38, CHX counter -3 and AmpC no deterg -8%.
O=C(CSc1nc2ccccc2c(=O)n1-c1ccc(F)c(Cl)c1)Nc1cccc(S(=O)(=O)N2CCOCC2)c1 was read as Giardia FBPA inh 0%, AMA1-RON2 inh -9%, AmpC inh detg -2%, Shiga inhibitor 17, HCMV antiviral inconclusive, CHX counter -5 and AmpC no deterg -23%.
For Cc1ccccc1N/N=C/c1ccc(N2CCOCC2)cc1 the results were Giardia FBPA inh -12%, AMA1-RON2 inh 0%, AmpC inh detg -3%, Shiga inhibitor 45, HCMV antiviral 26, CHX counter 21* and AmpC no deterg -24%.
Screening COc1ccccc1CN(CC(=O)NCC1CCCO1)C(=O)CNS(=O)(=O)c1ccc(C)cc1 (stereo not given) returned Giardia FBPA inh 10%, AMA1-RON2 inh 3%, AmpC inh detg inconclusive, Shiga inhibitor -11, HCMV antiviral inconclusive, CHX counter -1 and AmpC no deterg 31%.
Screening CSc1nc(O)c(N=Nc2ccc(F)cc2F)c(=O)[nH]1 returned Giardia FBPA inh -21%, AMA1-RON2 inh 3%, AmpC inh detg 3%, Shiga inhibitor 54*, HCMV antiviral inconclusive, CHX counter 30* and AmpC no deterg -22%.
`O=C(NNC(=S)Nc1ccc(Br)cc1)c1cccnc1` gave Giardia FBPA inh 16%, AMA1-RON2 inh 53%[activator], AmpC inh detg -2%, Shiga inhibitor 37, HCMV antiviral -15, CHX counter 18* and AmpC no deterg -19%.
Screening COCc1[nH]nc2c1C(c1sccc1C)C(C#N)=C(N)O2 (stereo not given) returned Giardia FBPA inh -21%, AMA1-RON2 inh -10%, AmpC inh detg -1%, Shiga inhibitor 8, HCMV antiviral 17, CHX counter -2 and AmpC no deterg -15%.
For Cc1ccc(-c2cccc(NC(=O)C3C4C=CC(C4)C3C(=O)O)c2)o1 (stereo not given) the results were Giardia FBPA inh 6%, AMA1-RON2 inh -19%, AmpC inh detg inconclusive, Shiga inhibitor 36, HCMV antiviral -13, CHX counter 16 and AmpC no deterg -23%.
For O=C1NC(=O)/C(=C/c2cc3c(cc2Br)OCO3)S1 the results were Giardia FBPA inh -9%, AMA1-RON2 inh 22%, AmpC inh detg -9%, Shiga inhibitor -3, HCMV antiviral 26, CHX counter 8 and AmpC no deterg -36%.
For COc1cc2[nH]c3c(OC)ncnc3c2cc1OC the results were Giardia FBPA inh -8%, AMA1-RON2 inh 7%, AmpC inh detg 7%, Shiga inhibitor 8, HCMV antiviral 83, CHX counter 8 and AmpC no deterg 2%.
Screening Cc1cccc(CCNS(=O)(=O)c2ccc(S(=O)(=O)NC3CCCC3)cc2)c1 returned Giardia FBPA inh -5%, AMA1-RON2 inh -11%, AmpC inh detg inconclusive, Shiga inhibitor 19, HCMV antiviral -14, CHX counter -2 and AmpC no deterg -21%.
`Cc1ccc2nc(SCC(=O)c3c[nH]c4ccccc34)[nH]c2c1` gave Giardia FBPA inh -12%, AMA1-RON2 inh -11%, AmpC inh detg 3%, Shiga inhibitor 71*, HCMV antiviral 82, CHX counter 18 and AmpC no deterg -43%.
`Cc1nc(SCC(=O)NCc2ccc3c(c2)OCO3)c(C#N)c2c1CCCC2` gave Giardia FBPA inh 2%, AMA1-RON2 inh -18%, AmpC inh detg -14%, Shiga inhibitor 35, HCMV antiviral 2, CHX counter 7 and AmpC no deterg -15%.
For c1cc(C2CCCCC2)ccc1Oc1nc(N2CCOCC2)nc(N2CCOCC2)n1 the results were Giardia FBPA inh 1%, AMA1-RON2 inh 1%, AmpC inh detg -15%, Shiga inhibitor -21, HCMV antiviral -29, CHX counter -4 and AmpC no deterg -5%.
`OC(c1cccs1)c1nccc2ccccc12` (stereo not given) gave Giardia FBPA inh -12%, AMA1-RON2 inh 10%, AmpC inh detg inconclusive, Shiga inhibitor 2, HCMV antiviral -33, CHX counter -2 and AmpC no deterg -21%.
O=[N+]([O-])c1ccc(F)cc1OCc1cccc(S(=O)(=O)N2CCOCC2)c1 was read as AMA1-RON2 inh -5%, AmpC inh detg -14%, HCMV antiviral -3 and AmpC no deterg -12%.
`CC(C)CCNC(=O)COC(=O)c1ccc(Br)o1` gave Giardia FBPA inh 4%, AMA1-RON2 inh 2%, AmpC inh detg 0%, Shiga inhibitor 3, HCMV antiviral -2, CHX counter 0 and AmpC no deterg -8%.
Screening Cc1cc(NC(=O)Cn2c(=O)c3c(ncn3CCC(C)C)n(Cc3ccccc3)c2=O)no1 returned Giardia FBPA inh -3%&2%, AMA1-RON2 inh -6%, AmpC inh detg 3%&3%, Shiga inhibitor -11&12, HCMV antiviral 37, CHX counter 3&-6 and AmpC no deterg 17%&2%.
`COc1ccc(NC(=O)COC(=O)C2CC3C=CC2C3)cc1` (stereo not given) gave Giardia FBPA inh 0%, AMA1-RON2 inh -5%, AmpC inh detg 0%, Shiga inhibitor 42*, HCMV antiviral -10, CHX counter 20* and AmpC no deterg -7%[2.29 µM].
For O=C(N/N=C/C(Br)=C/c1ccccc1)C1CC1 the results were Giardia FBPA inh -8%, AMA1-RON2 inh 12%, AmpC inh detg 9%, Shiga inhibitor 56*, HCMV antiviral 1, CHX counter 25* and AmpC no deterg -27%.
CC1CC(C)CN(C(=O)C(NS(=O)(=O)c2ccc3c(c2)oc(=O)n3C)C(C)C)C1 (stereo not given) was read as Giardia FBPA inh -2%, AMA1-RON2 inh 3%, AmpC inh detg -11%, Shiga inhibitor -8, HCMV antiviral -27, CHX counter -2 and AmpC no deterg -5%.
For CCN(CC(=O)N1CCCC1)S(=O)(=O)c1ccc(OC)cc1 the results were Giardia FBPA inh -1%, AMA1-RON2 inh -1%, AmpC inh detg inconclusive, Shiga inhibitor -1, HCMV antiviral -22, CHX counter -2 and AmpC no deterg -11%.
Screening CC(C)(C)c1nc(N2CCN(C(=O)c3ccco3)CC2)c2nnn(Cc3ccccc3)c2n1 returned Giardia FBPA inh -2%, AMA1-RON2 inh -22%, AmpC inh detg inconclusive, Shiga inhibitor 13, HCMV antiviral inconclusive, CHX counter 2 and AmpC no deterg 40%.
